# CYP2C9 activ: activators of human CYP2C9 | P11712 | recombinant CYP2C9, luciferin-H conversion, luminescence; stronger effect = higher value; factor 1 = untreated enzyme, 0 = blocked | activation factor at 5 µM | 96,000 tested, 1.4% active;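 active = activation factor of 2 or more for CYP2C9 at a 5 µM dose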;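 note: 0 = sulfaphenazole-blocked wells and 1 = vehicle-only wells; values of inactives mirror those of a sister screen read the other way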
# Target sequence (P11712 whole entry, looked up): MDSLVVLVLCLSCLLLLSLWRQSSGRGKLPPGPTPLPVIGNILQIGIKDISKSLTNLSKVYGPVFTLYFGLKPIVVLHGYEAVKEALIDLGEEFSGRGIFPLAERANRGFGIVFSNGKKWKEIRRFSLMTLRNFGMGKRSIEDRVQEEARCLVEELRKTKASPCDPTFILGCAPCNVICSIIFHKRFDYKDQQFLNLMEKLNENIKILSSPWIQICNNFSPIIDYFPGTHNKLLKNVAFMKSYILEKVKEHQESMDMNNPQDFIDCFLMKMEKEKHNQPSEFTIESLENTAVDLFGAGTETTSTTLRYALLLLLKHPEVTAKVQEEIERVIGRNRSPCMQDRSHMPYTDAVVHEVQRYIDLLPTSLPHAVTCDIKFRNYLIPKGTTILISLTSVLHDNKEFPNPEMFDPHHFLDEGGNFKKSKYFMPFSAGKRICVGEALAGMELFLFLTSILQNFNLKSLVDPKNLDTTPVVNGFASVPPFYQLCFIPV
# CYP2C19 inh: human CYP2C19 inhibition; CYP2C19 Supersomes, luciferin-H EGE luminescence, 30 min; inhibition, % at 5 µM; 96,000 tested, 21% active; P33261;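 active = CYP2C19 inhibition above a set limit at 5 µM in the primary screen, cut at about 50% in these data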;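 note: plate controls were negative control wells for no effect and 2.5 mM tranylcypromine positive control for full effect; values of inactives mirror those of a sister screen read the other way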
# EphB4 antag: antagonists of human EphB4-ephrin-B2 interaction. inhibition, % at 7 µM. 97,000 tested, 0.15% active. P54760. EphB4 LBD / TNYL-RAW-Alexa532 peptide, fluorescence polarization;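 active = inhibition above the screen-wide mean inhibition plus 3 SD, cut at about 15% in these data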;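 note: 0% = DMSO wells and 100% = excess unlabeled TNYL-RAW peptide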
# PLAP act: activators of human placental alkaline phosphatase; P05187; purified PLAP enzyme, luminescent substrate read-out; stronger effect = higher value; activation fold at 20 µM; 96,000 tested, 1.2% active; AID 696; in the data active = activation fold above about 2
# Target sequence (P05187 whole entry, looked up): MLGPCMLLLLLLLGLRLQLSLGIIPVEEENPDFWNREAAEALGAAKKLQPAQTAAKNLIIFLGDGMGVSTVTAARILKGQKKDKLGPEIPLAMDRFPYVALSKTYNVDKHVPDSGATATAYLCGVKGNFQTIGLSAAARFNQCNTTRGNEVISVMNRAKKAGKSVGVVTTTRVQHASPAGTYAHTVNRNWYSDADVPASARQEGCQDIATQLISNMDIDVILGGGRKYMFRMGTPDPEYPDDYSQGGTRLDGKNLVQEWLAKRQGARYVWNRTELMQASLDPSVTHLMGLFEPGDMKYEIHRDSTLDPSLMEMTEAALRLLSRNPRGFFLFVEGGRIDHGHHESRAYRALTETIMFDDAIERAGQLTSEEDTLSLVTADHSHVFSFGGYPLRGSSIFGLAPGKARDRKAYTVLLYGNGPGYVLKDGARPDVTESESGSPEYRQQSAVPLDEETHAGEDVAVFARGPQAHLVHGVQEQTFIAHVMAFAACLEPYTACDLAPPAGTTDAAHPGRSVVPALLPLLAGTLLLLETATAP
# CYP2C19 act: cytochrome P450 2C19 (human) activation; P33261; recombinant CYP2C19, luciferin-H EGE luminescence; stronger effect = higher value; 0 = fully inhibited enzyme, 1 = untreated enzyme; activation factor at 5 µM; 96,000 tested, under 10 active;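 active = activation factor of at least 2 at 5 µM in the primary screen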;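 note: 0 = wells with 2.5 mM tranylcypromine and 1 = vehicle-only wells; values of inactives mirror those of a sister screen read the other way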
# CYP2C9 inh: blocks human cytochrome P450 2C9; CYP2C9 Supersomes, luciferin-H conversion, luminescence; inhibition, % at 5 µM; 96,000 tested, 20% active; AID 777;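 active = blocking of liver enzyme CYP2C9 beyond about 50% at 5 µM, limit read from the data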; note: values of inactives mirror those of a sister screen read the other way
# PostGolgi yeast: growth inhibition of a yeast mutant, post-Golgi transport screen; post-Golgi transport phenotypic cell assay; inhibition, % at 10 µM; 98,000 tested, 0.9% active; in the data active = inhibition above about 30%;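 note: yeast cells grown in 1536-well plates; yeast grown about 18 h at 30C before absorbance read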
# E coli WT exp: growth inhibitors of E. coli BW25113 wild type. 98,000 tested, 0.15% active. OD600 absorbance. growth inhibition, % at 100 µM;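 active = growth inhibition above about 50% at one test dose, limit read from the data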;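 note: growth measured after 20 h incubation at 37 °C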
# Pyk2 oligo antag: blocks oligomerization of human Pyk2 in cells; Q293 cells, Pyk2 FERM NanoBiT luminescence; stronger effect = lower value; z-score (the deposit names both 25 µM and 10 µM); 99,000 tested, 0.83% active;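 active = Z-score of -3 or lower, scaled per plate to the spread of control and sample wells; inactive = z-score above -3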;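 note: negative z-score means lost luminescence so less FERM oligomerization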
# * hit, by the source's call; · = no result given.
# Preview:
SMILES,CYP2C9 activ,CYP2C19 inh,EphB4 antag,PLAP act,CYP2C19 act,CYP2C9 inh,PostGolgi yeast,E coli WT exp,Pyk2 oligo antag
CC(C)OCCCNC(=O)C(C)Oc1ccccc1 (stereo not drawn),0.9,31,-10,0.8,0.7,9,1,0,0.45
COc1ccc2c(c1OC)C(=O)N1N=C(c3ccccc3)CC21 (stereo not drawn),1.2,19,1,1,0.8,-22,0,1,0.06
COc1ccc(-c2nnc3n2N=C(c2ccccc2)CS3)cc1OC,0.2,52*,·,0.9,0.5,76*,·,·,·
NC(=O)CSc1ccc(Br)cc1,1,6,-6,0.8,0.9,-5,0,20,1.4
CCCCCC(C)n1[nH]c(=O)cc1N (stereo not drawn),0.8,10,-1,1.1,0.9,19,6,11,-0.23

# The listing, previewed entries included:
SMILES,CYP2C9 activ,CYP2C19 inh,EphB4 antag,PLAP act,CYP2C19 act,CYP2C9 inh,PostGolgi yeast,E coli WT exp,Pyk2 oligo antag
CC(C)OCCCNC(=O)C(C)Oc1ccccc1 (stereo not drawn),0.9,31,-10,0.8,0.7,9,1,0,0.45
COc1ccc2c(c1OC)C(=O)N1N=C(c3ccccc3)CC21 (stereo not drawn),1.2,19,1,1,0.8,-22,0,1,0.06
COc1ccc(-c2nnc3n2N=C(c2ccccc2)CS3)cc1OC,0.2,52*,·,0.9,0.5,76*,·,·,·
NC(=O)CSc1ccc(Br)cc1,1,6,-6,0.8,0.9,-5,0,20,1.4
CCCCCC(C)n1[nH]c(=O)cc1N (stereo not drawn),0.8,10,-1,1.1,0.9,19,6,11,-0.23
CCOC(=O)C1=C(C)NC(SCC(=O)O)=C(C#N)C1c1ccco1 (stereo not drawn),0.6,-2,7,1,1,41,3,3,0.64
CC1(C)CC(=O)C2=C(C1)N1CCCCC1CC2=O (stereo not drawn),1,-11,4,1,1.1,-1,-2,-1,0.37
COC(Cc1n[nH]c(=S)n1-c1ccccc1)OC,0.9,-2,-6,0.9,1,7,-5,0,0
CCN(CC)CC#CC(C)OCOCC#CCOC (stereo not drawn),1,3,-2,1,1,-3,12,3,1.1
CCCc1ccc(OCC(O)CN2CCN(c3ccccc3)CC2)cc1 (stereo not drawn),0.6,73*,-2,1.6,0.3,38,72*,-2,-1.1
C=CCc1cccc2cc(C(=O)NCc3ccc(C(=O)OCC)o3)c(=O)oc12,0.6,44,6,1.3,0.6,40,1,-2,1.1
Cc1c(O)ccc2c3c(c(=O)oc12)CCC(C)C3 (stereo not drawn),0.9,93*,-1,1.3,0.1,12,0,4,-0.97
Cc1ccc(Cn2ccc(NC(=O)c3cc(-c4ccc(Br)cc4)on3)n2)cc1,0.8,-4,-3,1,1,18,-5,-8,-0.24
c1ccc(-n2c(SCC3CCCCO3)nnc2-c2cnccn2)cc1 (stereo not drawn),1.2,-12,-3,1.4,1.1,-16,12,5,-0.92
Cc1ccc(NC(=O)CSCc2c(C)noc2C)cc1C,0.5,94*,1,0.8,0.1,48,15,0,1.5
CC1(C)Cc2c(sc3nc(SCC(=O)N4CCOCC4)nc(N)c23)CO1,1.1,3,·,1.1,1,-6,6,3,1.5
CCC(=O)Nc1nnc(SCC(=O)Nc2ccc(F)cc2)s1,1,42,-3,1,0.6,3,-24,-13,-0.69
CCC1(C)Cc2c(sc3nnn(Cc4ccccc4Cl)c(=O)c23)CO1 (stereo not drawn),0.2,42,0,1.1,0.6,76*,1,-13,-0.22
Cc1ccc(C)n1NC(=O)c1ccccc1Cl,0.8,31,-7,1.2,0.7,18,-16,0,-0.37
COCc1cc(C(C)=O)ccc1OC,1.4,6,2,0.9,0.9,-37,-4,5,0.32
Fc1cccc(CSc2ncnc3c2oc2ccccc23)c1,0.9,4,-4,0.9,1,6,-3,-10,-1.6
COc1ccc(NS(=O)(=O)Cc2ccccc2Cl)cn1,0.7,64*,3,1.1,0.4,33,-7,4,-0.59
COc1ccccc1NC(=O)Cn1cnc2sc(C(=O)NCc3ccco3)c(C)c2c1=O,1,-3,2,1,1,4,7,0,1.1
O=C(Nc1cccnc1)c1ccc(Oc2ccccc2)cc1,0.1,36,-3,0.9,0.6,89*,-4,16,-0.07
CCOC(=O)Cc1csc(NS(=O)(=O)c2ccc3c4c(cccc24)C(=O)N3CC)n1,0,44,·,1.4,0.6,95*,-11,4,0.13

# Carrying on:
SMILES,CYP2C9 activ,CYP2C19 inh,EphB4 antag,PLAP act,CYP2C19 act,CYP2C9 inh,PostGolgi yeast,E coli WT exp,Pyk2 oligo antag
COC(=O)c1sccc1NC(=O)CSc1ccccc1NS(=O)(=O)c1cc(Cl)ccc1Cl,0.2,21,-1,1.5,0.8,84*,-21,-25,-2.5
Cc1onc(-c2ccccc2)c1C(=O)Nc1ccc(-c2nnc3n2CCCCC3)cc1,1,9,0,1.5,0.9,3,-5,2,-0.32
O=C(OCn1ncc(Cl)c(Cl)c1=O)c1cccc(C(F)(F)F)c1,1.8,66*,-2,0.9,0.3,-80,106*,19,-0.26
COc1ccc(-c2nc3n(n2)C(c2ccccc2)C2=C(CCCC2=O)N3)cc1OC (stereo not drawn),0.7,14,-3,1,0.9,28,4,3,-1.6
Cc1ccccc1NS(=O)(=O)c1cc(C(=O)N2CCc3ccccc3C2)ccc1C,0.3,54*,0,1.1,0.5,67*,0,-6,-1.6
COc1cccc(NC(=O)C2CCCN(S(=O)(=O)c3cccc4nsnc34)C2)c1 (stereo not drawn),0.3,50*,2,1,0.5,67*,-2,-3,-0.68
O=C(CSc1ccc2c(c1)OCCO2)Nc1ccc2c(c1)OCO2,0.1,100*,2,0.8,0,92*,-2,0,0.8
CN(C)S(=O)(=O)c1cccc(-c2cn3ccccc3n2)c1,0.9,-6,-7,1.1,1.1,5,-7,5,-0.4
Clc1ccccc1Cn1nnc2c(N3CCCC3)ncnc21,2.2*,99*,-3,1.5,0,-122,-2,-2,-0.56
Cc1ccc(NC(=O)CS(=O)CC(=O)Nc2ccc3c(c2)OCO3)cc1Cl (stereo not drawn),0.5,11,2,0.9,0.9,51*,12,2,1.2
C=CCn1c(C)cc(-c2csc(N)n2)c1C,0.9,25,-10,0.9,0.7,7,26,11,0.68
COc1cccc(C2C3CN(C)CC=C3C(C#N)=C(N)C2(C#N)C#N)c1OC (stereo not drawn),0.8,50,1,1.1,0.5,18,6,1,0.38
CCC(C)NC(=O)c1n[nH]c(=O)c2ccccc12 (stereo not drawn),·,·,6,·,·,·,0,-1,0.57
C=C(C)n1c(=O)[nH]c2ccccc21,1.1,-19,-11,1,1.2,-15,4,-3,0.24
Oc1ccc(-c2cccc(-c3ccc(O)cc3)n2)cc1,0.4,27,-7,1,0.7,61*,-9,1,-0.93
CCN(CCCNC(=O)CNC(=O)Cn1cnc2ccccc2c1=O)c1ccccc1,0.8,20,·,1.2,0.8,22,-3,-8,-0.61
Cc1cc(-c2nc3ccccc3o2)c2ccccc2n1,0.6,45,0,1.1,0.5,37,3,-2,0.93
O=C(CC12CC3CC(CC(C3)C1)C2)N1CCOCC1,1,27,1,1,0.7,-2,2,6,0.73
CCCC1=C(C(=O)OCC)C(c2cccs2)C(C#N)=C(N)O1 (stereo not drawn),0.3,79*,-2,1,0.2,67*,2,2,-1
Cc1c(N(C(=O)Nc2ccccc2)C2=NCC(C)S2)c(=O)n(-c2ccccc2)n1C (stereo not drawn),0.3,32,1,1.6,0.7,74*,1,1,0.11
Cc1cccc(NC(=O)c2ccccc2OCC(=O)N2CCOCC2)c1C,1,10,15,0.8,0.9,-3,-9,1,-0.8
COc1cccc(C(=O)Nc2cccc(OCC(=O)O)c2)c1,0.6,70*,-1,1.1,0.3,36,-10,-7,1.3
COC(=O)c1cccc(NC(=O)/C=C/c2cccc([N+](=O)[O-])c2)c1,1.1,2,4,0.9,1,-7,-8,-5,-2.5
CCCc1ccc(-c2c(C)sc(N)c2C#N)cc1,0.3,31,0,0.9,0.7,68*,5,-2,-0.47
N#CC1=C2SCN(Cc3ccco3)CN2C(=O)CC1c1ccc(Cl)cc1 (stereo not drawn),0.3,61*,2,1.5,0.4,70*,3,10,0.13

# Continuation.
SMILES,CYP2C9 activ,CYP2C19 inh,EphB4 antag,PLAP act,CYP2C19 act,CYP2C9 inh,PostGolgi yeast,E coli WT exp,Pyk2 oligo antag
CNc1cc(-n2nc(C)cc2-c2ccccc2)ncn1,0.5,61*,-2,1.2,0.4,48,-2,8,0.63
CC1(C(=O)NC23CC4CC(CC(C4)C2)C3)CC1(Cl)Cl (stereo not drawn),0.9,19,2,1.1,0.8,13,-1,-6,-0.51
Cc1nc(N2CCN(C)CC2)c2sc(=S)n(-c3ccccc3)c2n1,1,6,·,1.3,0.9,0,0,6,·
O=C(Cn1nc(-c2ccccc2)ccc1=O)NCC1COCCO1 (stereo not drawn),·,·,-6,·,·,·,3,-14,0.92
CC(C)CNC(=S)N1CCN(C)CC1,1,-7,-1,1.1,1.1,-3,-3,1,-0.76
N#Cc1c(SCC(N)=O)nc(-c2ccccc2)c2c1CCCC2,0.9,-2,-2,0.9,1,6,-21,-7,-0.43
Cc1c(CCOC(=O)C23CC4CC(CC(C)(C4)C2)C3)sc[n+]1Cc1ccccc1,1.1,-12,-4,1.2,1.1,-11,-3,5,0.92
COc1ccc(CNC(=O)C2CCNCC2)cc1,1.2,2,2,0.9,1,-16,-1,0,-0.24
Fc1ccccc1OCCSc1nnnn1-c1ccccc1,0.6,43,9,0.8,0.6,44,9,1,-2.6
Cc1nn(Cc2ccc(Cl)cc2)c(C)c1NC(=O)C1CC=CCC1C(=O)O (stereo not drawn),1.1,39,-3,1.2,0.6,-12,4,-6,1.5
COc1ccc(Nc2nc(N)nc(CN3CCc4ccccc4C3)n2)cc1,0.4,38,2,1.6,0.6,56*,1,4,·
CCN(CC)S(=O)(=O)c1ccccc1/C=N\O,0.9,49,·,0.9,0.5,10,-7,-7,0
CC(C)[C@H](NC(=O)C1(c2ccccc2)CCN(C(=O)OC(C)(C)C)CC1)C(=O)O,1.1,-23,-4,1.3,1.2,-13,24,-2,0.1
COc1ccc(CNC(=O)CSc2nnnn2-c2ccc(O)cc2)cc1,1.2,89*,-4,0.9,0.1,-23,-12,4,0.03
CC1CCCC/C1=N\NS(=O)(=O)c1ccc(Br)cc1 (stereo not drawn),0.5,26,-2,1.2,0.7,51*,2,-2,1.1
CCC(c1nnnn1Cc1cccs1)N1CCN(c2nc3ccccc3s2)CC1 (stereo not drawn),0.6,41,·,1.2,0.6,42,10,-9,-2.7
COc1ccc(-c2oc3ncn4nc(Cc5ccccc5)nc4c3c2-c2ccc(OC)cc2)cc1,0.7,16,-2,0.8,0.8,34,-3,-21,0.26
c1ccc2c(c1)CCN(Cc1nnnn1Cc1ccc3c(c1)OCO3)C2,·,·,-2,·,·,·,5,-9,-0.46
CNc1ccc(/C=C2\COc3ccccc3C2=O)cc1[N+](=O)[O-],1.1,-9,3,0.8,1.1,-9,-8,-8,-1.5
COc1cccc(C(=O)NCc2ccc(-c3nc4ccccc4s3)cc2)c1,0.2,39,-2,1.3,0.6,82*,-4,-3,1
O=C(NCN1CCCCC1)c1cccnc1,1.1,-9,5,1,1.1,-13,28,-4,0.39
COc1ccc(C(=O)Nc2cccc(C(=O)N3CCN(C)CC3)c2)cc1,0.8,15,4,1.3,0.9,16,-5,-1,0.18
COc1cccc(C2C=C(c3ccc(Br)s3)Nc3ncnn32)c1OC (stereo not drawn),0.2,98*,·,1.3,0,83*,-6,-3,-2.2
COC(=O)c1ccccc1NC(=O)NCC1CCCO1 (stereo not drawn),1,30,6,0.9,0.7,2,-10,3,-0.19
COc1cc(C(=O)Nc2cccc(-c3nc4cc(C)ccc4o3)c2C)cc(OC)c1OC,0.9,-1,-5,0.9,1,11,19,-14,3
CCOC(=O)COc1cc(OCC(=O)OCC)c2c(=O)cc(-c3ccccc3)oc2c1,0.3,47,-1,1.3,0.5,70*,3,-9,-0.52
C=C(C)COc1ccc(-c2ncncc2Oc2ccc(OC)cc2)c(O)c1,0,92*,0,1,0.1,98*,66*,0,-0.76

# Screens as filed in PubChem.
